Compound activity as filed in PubChem.
eIF4E 4G PPI – eIF4E–eIF4G protein interaction inhibitors, primary screen, biochemical, uHTS, TR-FRET, eIF4GI fragment. Eukaryotic translation initiation factor 4E (Mus musculus) + Eukaryotic translation …. TR-FRET eIF4E-eIF4GI(517-606) binding, 2 h. inhibition, % at 21.7 µM. 220,000 tested, 0.37% active. AID 782, 2007;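 active = inhibition above about 30%, limit read from the data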;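 also: 0% = full FRET control wells and 100% = background wells lacking eIF4GI fragment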
KCC2 mod – KCC2 cotransporter modulators, thallium flux, primary screen, cell-based, HEK293 KCC2, FluoZin-2 fluorescence, MLSMR; AID 1456, 2008; B-score of Tl+ flux slope (higher = more flux/activation; lower = inhibition) at 10 µM; 190,000 tested, 2.2% active; KCC2 cells, thallium flux FluoZin-2 fluorescence;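 active = thallium flux slope and its plate-corrected score both differing from the plate sample mean at a set confidence after two filtering rounds, in either direction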;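 also: slope of fluorescence scaled to starting intensity during 10 to 20 s after thallium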
Target sequence (Q9H2X9 whole entry, looked up): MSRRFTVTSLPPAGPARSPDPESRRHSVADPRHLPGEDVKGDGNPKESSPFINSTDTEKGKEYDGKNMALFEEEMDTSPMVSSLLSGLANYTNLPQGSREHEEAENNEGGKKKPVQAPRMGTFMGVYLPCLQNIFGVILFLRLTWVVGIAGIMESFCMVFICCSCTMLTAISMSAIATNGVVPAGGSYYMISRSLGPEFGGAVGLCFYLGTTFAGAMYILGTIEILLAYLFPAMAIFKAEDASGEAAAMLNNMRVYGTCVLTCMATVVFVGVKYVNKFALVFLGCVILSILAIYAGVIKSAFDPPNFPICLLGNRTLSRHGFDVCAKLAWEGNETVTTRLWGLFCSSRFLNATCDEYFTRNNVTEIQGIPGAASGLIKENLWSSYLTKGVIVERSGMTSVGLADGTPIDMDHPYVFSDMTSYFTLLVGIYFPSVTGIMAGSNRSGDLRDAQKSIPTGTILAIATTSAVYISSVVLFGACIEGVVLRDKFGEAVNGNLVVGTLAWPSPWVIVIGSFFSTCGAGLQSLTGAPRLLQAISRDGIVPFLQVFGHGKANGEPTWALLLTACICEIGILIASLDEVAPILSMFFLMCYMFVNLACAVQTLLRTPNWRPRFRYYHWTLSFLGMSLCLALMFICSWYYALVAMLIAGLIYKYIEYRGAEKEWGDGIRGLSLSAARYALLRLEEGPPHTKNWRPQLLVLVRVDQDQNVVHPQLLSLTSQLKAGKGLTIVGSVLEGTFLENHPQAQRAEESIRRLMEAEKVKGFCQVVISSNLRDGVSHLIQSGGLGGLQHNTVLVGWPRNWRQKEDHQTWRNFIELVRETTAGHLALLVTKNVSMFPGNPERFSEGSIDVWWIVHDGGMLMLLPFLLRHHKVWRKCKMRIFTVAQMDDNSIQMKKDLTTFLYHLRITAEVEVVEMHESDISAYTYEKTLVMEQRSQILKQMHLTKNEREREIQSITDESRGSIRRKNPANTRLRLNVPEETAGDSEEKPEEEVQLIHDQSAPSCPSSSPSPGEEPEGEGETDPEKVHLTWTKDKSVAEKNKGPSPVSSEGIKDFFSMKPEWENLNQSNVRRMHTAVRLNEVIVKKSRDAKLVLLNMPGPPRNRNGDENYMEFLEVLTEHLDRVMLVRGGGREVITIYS
EBV gp42 block – Epstein-Barr virus gp42 inhibitors, primary screen, biochemical, uHTS, fluorescence polarization; 220,000 tested, 0.42% active; Fluorescence polarization binding assay, mP read-out; Glycoprotein 42 (Epstein-Barr virus (strain AG876)), Q1HVG2; inhibition, % (tested at 21.74 µM); in the data active = inhibition above about 50%
Rad51 HR inh – human RAD51 strand exchange inhibitors, primary screen, biochemical, fluorescence. AID 1385, 2008. DNA repair protein RAD51 homolog 1 (Homo sapiens), Q06609. 200,000 tested, 0.085% active. inhibition, % at 10 µM. hRad51 DNA strand exchange, fluorescence dequenching;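 active = inhibition above 40% at the single screening dose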;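 also: 0% = DMSO control wells and 100% = blanks with heterologous ssDNA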
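Material: Human Rad51 nucleoprotein filaments preassembled on unlabelled ssDNA | Also added: Labelled 47-mer dsDNA for strand exchange | Dosing: Single dose, 10 µM final compound | Schedule: 30-min compound preincubation and 15-min exchange, both room temperature | Technique: Fluorescence dequenching at 485/520 nm | Measure: Percent inhibition relative to plate controls and blanks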
PERK inh – block of dimerizer-induced PERK translation repression, primary screen, PERK inhibitor project, CHO PERK-DD cells, SEAP luminescence, HTS | inhibition, % at 5.6 µM | AID 1416, 2008 | CHO PERK-DD fusion, SEAP luminescence translation reporter | Eukaryotic translation initiation factor 2-alpha kinase 3 (Homo sapiens), Q9NZJ5 | 220,000 tested, 0.17% active;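 active = inhibition above the mean inhibition of all tested compounds plus 3 SD, set separately per screening campaign, cut at about 2.9% in these data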;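 also: PERK kinase domain activated by AP20187 dimerizer at 100 nM; 0% = DMSO with dimerizer and 100% = rapamycin at 8.4 µM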
MDM2 E3 inh – MDM2-luciferase reporter signal enhancers, primary screen, MDM2 E3 ligase inhibitor project, cell-based, luminescence, 1536-well; E3 ubiquitin-protein ligase Mdm2 (Homo sapiens), Q00987; cell-based MDM2 ubiquitination luciferase reporter, 2 h; 0 = plate control, 100 = twice control, blank-subtracted; signal enhancement, % at 5 µM; 210,000 tested, 0.11% active;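 active = signal enhancement of 30% or more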;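 also: luminescence tracks abundance of the self-degrading MDM2-luciferase fusion protein; higher signal means inhibition of MDM2 E3 ligase activity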
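Assay system: stable mammalian line carrying autodegrading MDM2–luciferase fusion reporter; Input: 2000 cells in each well; Compound dosing: single-point 5 µM; Schedule: 2 h compound exposure at 37 °C; Signal: SteadyLite luciferase luminescence after 15 min room-temperature reagent incubation; Evaluation: % luminescence enhancement versus blank-corrected plate control mean; Benchmarks: plate controls and plate blanks.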
m-calpain inh – inhibitors of pig calpain II, primary screen, biochemical, fluorogenic peptide substrate, 1536-well; purified calpain II, 30 min; inhibition, % at 16 µM; 220,000 tested, 0.37% active;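 active = inhibition above about 50%, limit read from the data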
L929 necroptosis – inhibitors of zVAD-triggered necroptosis, primary screen, L929 cells. AID 1377, 2008. L929 zVAD necroptosis rescue, ATP luminescence, 24 h; with zVAD 60 µM. viability rescue, % at 10 µM. 220,000 tested, 0.38% active;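 active = activation, scaled between plate controls, above about 75%, limit read from the data; inactive = activation under that limit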;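 also: 0% = zVAD with DMSO and 100% = DMSO alone without zVAD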
TNF death inh – inhibitors of TNF-alpha triggered necroptosis, primary screen, cell-based, Jurkat FADD-/-, single concentration | Jurkat FADD-/- TNF necroptosis rescue, ATP luminescence, 24 h; 0 = TNF only, 100 = no-TNF cells | activation (protection from cell death), % at 10 µM | 220,000 tested, 0.068% active;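 active = activation, meaning protection from cell death, of at least 50% relative to plate controls; inactive = activation below 50%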;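 also: necroptosis triggered by 40 ng/mL TNF-alpha added together with compound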
Active calls of the source: *; i = inactive; . = not tested or not shown; [ ] = dose if it differs, or a comment. Not a hit list. Share with any hit: about 3.6%.

SMILES | eIF4E 4G PPI | KCC2 mod | EBV gp42 block | Rad51 HR inh | PERK inh | MDM2 E3 inh | m-calpain inh | L929 necroptosis | TNF death inh
CCCCN(CC)CCCNC(=O)c1ccc(CSc2nc3ccncc3[nH]2)cc1 | -4 | -0.027 | -4 | -3 | -0.5 | -6 | -4 | 1.7 | 2.4
CCOC(=O)/C(C#N)=C\C=C1C=CN(C)C=C1 | 9[fluorescence artefact?] | i | -328 | -179 | -0.3 | -14 | -5 | 0.0 | -0.3
O=C(CN1C(=O)COc2ccccc21)NCCCN1CCc2ccccc2C1 | -2[fluorescence artefact?] | 0.055 | -26 | 2 | 0.4 | 1 | -4 | 0.2 | 0.1
COc1ccc(OC)c(NC(=O)C2C3CC4OC(=O)C2C4C3)c1 (stereo unspecified) | 0 | 0.4 | -6 | -4 | 0.8 | 8 | -4 | -0.4 | -0.5
O=C(CC(=O)NC1CCCCC1)N/N=C/c1cccc2ccccc12 | -1 | . | 0 | -4 | 0.7 | -4 | -7 | 1.4 | -3.3
O=C(c1ccccc1[N+](=O)[O-])n1cnc2ccccc21 | 0 | . | -18 | -9 | 0.4 | 2 | -20 | -0.2 | -0.7
CC1(C)CCc2cc(-c3ccn(S(=O)(=O)c4ccccc4Cl)n3)ccc2O1 | -4 | -0.23 | 2 | 17 | 0.4 | 2 | -9 | 2.0 | 0.6
Cc1c(NC2=CC(=O)CC(C)(C)C2)ccc([N+](=O)[O-])c1C | -3[fluorescence artefact?] | -0.18 | 1 | 4 | -0.7 | 0 | 19 | 0.3 | -1.1
C=CCNC(=S)NNC(=O)c1ccc(Br)cc1 | 2 | 0.89 | -22 | 6 | 0.4 | -9 | 9 | 0.9 | 1.9
O=C(OCC(=O)N1CCN(C(=O)c2ccco2)CC1)C1=COCCO1 | -12[fluorescence artefact?] | -0.0026 | -4 | -3 | 1.4 | -1 | -49 | 1.2 | -0.1
CC(=O)c1ccc(C(=O)N(CCN(C)C)c2nc3c(Cl)cccc3s2)cc1 | -1 | -1.3 | 0 | 6 | 0.8 | -8 | -26 | 0.2 | 1.2
Cc1nnc(SCC(=O)N2CCC(Cc3ccccc3)CC2)n(N)c1=O | 11 | -0.21 | -19 | -4 | 0.3 | 0 | 11 | 0.3 | 0.0
O=c1cc(-c2ccccc2Cl)oc2c([N+](=O)[O-])c(O)cc(O)c12 | 3 | -6.9* | 9 | 2 | 0.4 | . | -12 | 16 | 2.6
CC(C)(C)NC(=O)NC(=O)COC(=O)CCC1CCCCC1 | 2 | 2 | 10 | 6 | 0.7 | -15 | 5 | -0.6 | 0.1
C=CCOc1cccc(C2C(C(=O)c3ccc(C)o3)=C(O)C(=O)N2CCN(C)C)c1 (stereo unspecified) | 3[fluorescence artefact?] | . | -1 | 0 | 0.4 | -2 | -1 | -0.1 | -0.4
Cc1ccccc1-c1cnn(-c2cccc([N+](=O)[O-])c2)c1N | -4 | 0.064 | -1 | -9 | -0.1 | -9 | 22 | 1.7 | -0.4
CCOc1ccc(-c2nc(CSCC(=O)N3CCN(c4cccc(OC)c4)CC3)c(C)o2)cc1 | -1 | . | -3 | -3 | -0.3 | -77 | 6 | 0.5 | -10
COc1ccc(CCN2C(=NC(=O)CCC(=O)O)SC3CS(=O)(=O)CC32)cc1 (stereo unspecified) | -1 | -0.021 | -11 | -12 | 0.2 | 1 | 11 | -0.4 | -2.1
COc1ccc(C(CCc2ccc(C)o2)NC(=O)Nc2ccc(OC)cc2OC)cc1 (stereo unspecified) | 9 | -0.04 | -20 | -8 | -1.0 | 4 | 1 | 0.0 | 2.4
Cc1cccc([N+](=O)[O-])c1NC(=O)CN(Cc1ccccc1)Cc1ccccc1 | 11 | -0.12 | -9 | -3 | 0.8 | -2 | 23 | 0.6 | 0.8
CCOCCCNC(=O)CCc1ccc(S(=O)(=O)Nc2ccc(C)cc2)cc1 | 2 | 0.84 | -5 | -1 | 0.8 | -7 | 20 | 0.6 | 0.2
COc1ccccc1CC(=O)Nc1ccccc1O | -6[fluorescence artefact?] | . | 9 | 0 | -0.6 | -5 | -25 | 0.2 | 0.4
CCc1nnc(NC(=O)[C@@H](NC(=O)c2cccc(S(=O)(=O)N(CC)CC)c2)C(C)C)s1 | -3 | -1.1 | -10 | 2 | -0.4 | -7 | 3 | 0.7 | 0.1
COc1ccc(OCC(=O)OCC(=O)NCc2ccco2)cc1 | 6[fluorescence artefact?] | 0.012 | 1 | -4 | 0.1 | 3 | -43 | 0.6 | -0.7
COCCCNC(=O)C1CCC(=O)N1Cc1ccccc1Cl (stereo unspecified) | . | 1 | . | 6 | 0.5 | -15 | . | 0.1 | -2.1
O=S(=O)(NC1CC1)c1ccc(S(=O)(=O)N2CCCC(c3nc(-c4cccnc4)no3)C2)cc1 (stereo unspecified) | 8[fluorescence artefact?] | -0.1 | -12 | -1 | -0.4 | -8 | -33 | -0.3 | -3.6
CC(=O)Nc1ccc(OCC(O)Cn2c(CO)nc3ccccc32)cc1 (stereo unspecified) | -2 | 0.23 | -8 | 12 | -0.5 | -5 | -1 | 2.0 | 1.1
O=C(NC1CC1)C1=C[C@@H](c2ccc(Br)cc2)C[C@@H](OCCCCO)O1 | 5 | 0.93 | -8 | 7 | 0.7 | . | -12 | 0.2 | 0.0
CCNC(=O)CSc1nc2ccccc2c(=O)n1-c1cccc(OC)c1 | -2 | -0.45 | 3 | 5 | 0.1 | -18 | 2 | -0.3 | -1.5
O=C(Cn1nc(-c2ccccc2)c2ccccc2c1=O)Nc1ccc(F)cc1 | -5 | 0.16 | -3 | . | -0.3 | -2 | -10 | 0.0 | 2.1
Nc1nc(SCCOc2ccccc2)n[nH]1 | -7 | . | -2 | -10 | 1.2 | -4 | -19 | -0.8 | -1.6
CCOC(=O)c1[nH]c2c(c1-c1ccccc1)C(=O)CC(c1ccc(OC)c(OC)c1)C2 (stereo unspecified) | 0 | -1.3 | 0 | 0 | -0.9 | . | 8 | . | -2.5
Cc1cc(C)n(-c2nnc(C)n2/N=C/c2cc(Br)ccc2OCc2ccccc2)n1 | 5[fluorescence artefact?] | -4.6 | 5 | -10 | -0.6 | 17 | 16 | -0.4 | -13
O=C(/C=C/c1ccco1)NC(=S)Nc1ccccn1 | 5[fluorescence artefact?] | -0.86 | 6 | -3 | 0.3 | -7 | 18 | 0.8 | -0.6
Cc1nc(NC(=O)C2CC2)sc1C | 13[fluorescence artefact?] | 0.0075 | -10 | -14 | 0.7 | 13 | 0 | 1.8 | 2.1
CCCc1cc(=O)oc2c(C)c3occ(C)c3cc12 | -1 | -0.79 | -5 | . | -0.2 | -27 | -50 | . | 0.9

Single records, as listed above:
Cc1cccc([N+](=O)[O-])c1NC(=O)CN(Cc1ccccc1)Cc1ccccc1 is listed with eIF4E 4G PPI = 11; KCC2 mod = -0.12; EBV gp42 block = -9; Rad51 HR inh = -3; PERK inh = 0.8; MDM2 E3 inh = -2; m-calpain inh = 23; L929 necroptosis = 0.6; TNF death inh = 0.8
O=C(/C=C/c1ccco1)NC(=S)Nc1ccccn1 is listed with eIF4E 4G PPI = 5[fluorescence artefact?]; KCC2 mod = -0.86; EBV gp42 block = 6; Rad51 HR inh = -3; PERK inh = 0.3; MDM2 E3 inh = -7; m-calpain inh = 18; L929 necroptosis = 0.8; TNF death inh = -0.6

(cont.)
SMILES | eIF4E 4G PPI | KCC2 mod | EBV gp42 block | Rad51 HR inh | PERK inh | MDM2 E3 inh | m-calpain inh | L929 necroptosis | TNF death inh
Cn1c(=O)c2cc(S(=O)(=O)NCCC(=O)NCC3CCCO3)ccc2n(C)c1=O (stereo unspecified) | 11[fluorescence artefact?] | 1.1 | -9 | 10 | 0.5 | -3 | 10 | -0.1 | 1.1
COc1cccc(-c2nc(NC(C)C)c3ccccc3n2)c1O | 16[fluorescence artefact?] | . | -11 | 0 | -0.5 | -9 | -32 | -1.4 | -14
Cc1cccc2sc(NC(=O)CN(C)S(=O)(=O)c3cccs3)nc12 | -4 | . | 6 | 2 | -1.9 | -2 | -9 | 0.7 | 3.2
Cn1c(SCCOc2ccccc2F)nc2ccccc2c1=O | -4 | -0.45 | 1 | 4 | 0.7 | -4 | 16 | 0.8 | 0.8
N=c1nc(-c2ccccc2)ccn1O | 4 | . | -18 | 6 | 1.2 | -8 | -16 | 0.7 | 0.3
CC(=O)N1N=C(c2ccc3ccccc3c2)OC1(C)C | -1 | -1.8 | -17 | 5 | 0.5 | -6 | -365 | 0.1 | -0.3
O=C1N/C(=N/Nc2ccccc2)S/C1=C\c1ccccc1 | -1[fluorescence artefact?] | 0.0071 | 5 | . | 0.7 | -1 | -33 | -0.4 | -3.8
CCN(CC)S(=O)(=O)c1ccc(Cl)nc1 | 3 | -0.00049 | -6 | 15 | 0.3 | -9 | -11 | 0.2 | -0.4
CCOC(=O)N1CCN(S(=O)(=O)c2ccc(C(=O)NNc3nc4c(C)cc(C)cc4s3)cc2)CC1 | -1 | -0.63 | -11 | -4 | -0.3 | . | -108 | . | -4.6
CCC(C)NCCOCCOc1ccc(C)cc1Br (stereo unspecified) | 3 | 1 | -12 | -2 | -0.3 | 13 | 10 | 0.1 | -3.3
CC(C)(C)c1cc(CSC(=S)NC2CCS(=O)(=O)C2)c(Br)c(C(C)(C)C)c1 (stereo unspecified) | -7 | 0.44 | 3 | 2 | 2.0 | -6 | -9 | -1.6 | -13
C=C(C)[C@@H]1CC=C(CN2CCC(N3CCC(C(=O)N4CCCC4)CC3)CC2)CC1 | 3 | -0.66 | -1 | 2 | 0.4 | -27 | 3 | -0.5 | -1.7
C/C(=N\NC(=S)NCc1ccccc1)c1ccccc1F | 3 | 3.7 | -5 | -6 | -0.1 | -4 | 22 | -0.1 | -0.2
CCOc1cc(N2CCOCC2)c(OCC)cc1NC(=O)Cc1ccccc1OC | -4 | . | -12 | -14 | 0.0 | -6 | -50 | 1.5 | -20
Cc1ccc(S(=O)(=O)N2CCCOC2CNC(=O)C(=O)NCCc2c[nH]c3ccccc23)cc1 (stereo unspecified) | 2 | -1.4 | 5 | -4 | -0.6 | -8 | -13 | 1.9 | -6.3
C=C1CCN(CC(=O)OC)S(=O)(=O)c2ccccc21 | -3 | 0.59 | -10 | 0 | . | 13 | 11 | 0.1 | 2.2
O=C(CSc1nnc(-c2ccco2)n1Cc1ccco1)N1CCOCC1 | 1 | 0.56 | -5 | -6 | 0.8 | 0 | -10 | 0.1 | 1.7
